# GPR151 activ: human GPR151 activation; Q8TDV0; PathHunter beta-arrestin GPR151 cells, luminescence; activation, % at 11.2 µM; hit rate 1% among 650,000; AID 1508602; in the data active = activation above about 4.9%;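 also: 0% = median of compound wells and 100% = cells with positive control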
# Target sequence (Q8TDV0 whole entry, looked up): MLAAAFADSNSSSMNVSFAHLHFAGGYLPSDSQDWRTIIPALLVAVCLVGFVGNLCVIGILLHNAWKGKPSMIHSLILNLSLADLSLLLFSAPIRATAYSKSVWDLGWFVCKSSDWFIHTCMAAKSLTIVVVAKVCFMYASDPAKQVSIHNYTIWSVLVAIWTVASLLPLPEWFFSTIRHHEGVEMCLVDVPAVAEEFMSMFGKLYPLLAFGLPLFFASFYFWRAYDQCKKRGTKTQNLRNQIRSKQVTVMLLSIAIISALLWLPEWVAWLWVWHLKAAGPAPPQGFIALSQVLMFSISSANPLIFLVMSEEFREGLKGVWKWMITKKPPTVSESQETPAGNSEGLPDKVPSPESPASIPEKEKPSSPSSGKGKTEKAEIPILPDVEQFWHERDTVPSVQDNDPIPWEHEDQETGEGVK
# MITF primary: human MITF inhibition, primary screen. O75030. hit rate 0.91% among 650,000. AlphaScreen MITF homodimerization, bead proximity signal. inhibition, % at 2.6 µM; in the data active = inhibition above about 50%;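 also: 0% = vehicle wells with protein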
# FBW7 activator: activators of human E3 ligase FBW7; Q969H0; AlphaScreen FBW7–phospho-cyclin E peptide binding, activator screen; hit rate 0.13% among 650,000; normalized activity (activation), % at 26.1 µM; AID 1259310; in the data active = normalized activity above about 1.9%;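 also: purified mutant Fbw7 with reduced substrate affinity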
# Target sequence (Q969H0 whole entry, looked up): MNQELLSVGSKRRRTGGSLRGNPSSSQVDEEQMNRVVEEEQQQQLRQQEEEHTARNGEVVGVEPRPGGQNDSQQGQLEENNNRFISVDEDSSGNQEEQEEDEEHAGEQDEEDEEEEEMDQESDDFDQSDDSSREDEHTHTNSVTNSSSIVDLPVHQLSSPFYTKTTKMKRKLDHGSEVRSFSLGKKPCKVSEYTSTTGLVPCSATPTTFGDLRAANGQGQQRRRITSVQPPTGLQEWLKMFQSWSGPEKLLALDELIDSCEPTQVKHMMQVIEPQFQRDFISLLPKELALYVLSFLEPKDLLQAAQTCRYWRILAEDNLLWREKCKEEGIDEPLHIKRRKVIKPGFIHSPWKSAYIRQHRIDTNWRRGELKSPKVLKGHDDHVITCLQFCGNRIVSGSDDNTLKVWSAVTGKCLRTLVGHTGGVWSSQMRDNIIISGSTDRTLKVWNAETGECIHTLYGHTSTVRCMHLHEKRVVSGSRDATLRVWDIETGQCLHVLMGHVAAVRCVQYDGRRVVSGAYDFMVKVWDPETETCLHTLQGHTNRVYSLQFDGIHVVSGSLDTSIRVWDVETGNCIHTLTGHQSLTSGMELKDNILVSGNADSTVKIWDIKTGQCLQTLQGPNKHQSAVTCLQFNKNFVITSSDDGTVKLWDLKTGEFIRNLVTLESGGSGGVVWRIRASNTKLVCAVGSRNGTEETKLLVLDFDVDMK
# TEAD-YAP block: TEAD-YAP interaction inhibition; HEK-TIYL cells, TEAD-Gal4/YAP UAS-luciferase luminescence; inhibition, % at 9.12 µM; hit rate 1.4% among 640,000; AID 1259422; in the data active = inhibition above about 32%;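 also: 0% = median of test compound wells and 100% = reference inhibitor wells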
# Active calls of the source: *; nt = no result given; & = joins results of further samples.
SMILES,GPR151 activ,MITF primary,FBW7 activator,TEAD-YAP block
COc1ccc(C(=O)c2sc3nc(C)cc(C)c3c2N)cc1,1.6,-18,0.1,-31
COC(C(=O)N1CCc2nc(C)[nH]c(=O)c2C1)c1ccccc1 (configuration not stated),-0.1,-3,0.0,2
CCN(CC)C(=O)c1ccccc1NC(=O)c1cccc(S(=O)(=O)N(CC)CC)c1,-0.1,5,-0.2,2
O=C(Nc1ccc(O)c(-c2nc3ccccc3o2)c1)c1ccccc1I,0.6,6,0.1,-6
C=CCNC(=O)COc1ccc(Cl)cc1,1.4,15,0.3,-3
CCOc1ccc(Nc2nc3ccccc3nc2NS(=O)(=O)c2ccccc2)cc1,0.2,-5,-0.1,-35
CCCCOc1ccc(C(=O)NCCNC(C)=O)cc1OC,0.3,-5,0.3,1
COC(=O)C1=C(C)NC(=O)/C1=C\c1cc(C)n(-c2cc(C)cc(C)c2)c1C,0.1,6,-0.2,-2
CCc1cc2c(cc3c(=O)n(CC(=O)NCCCN4CCOCC4)nc(CC)n32)s1,0.8,5,0.1,1
COc1ccccc1NC(=O)Cn1ncc2c(=O)oc3ccc(C)cc3c21,0.2,4,0.1,8
COc1cc(Nc2nc(Nc3ccc(-n4ccnc4)cc3)nc3nc[nH]c23)cc(OC)c1OC,-0.8,13,0.3,20
CC(Cc1nnc(-c2ccccc2)n1N)C(=O)O (configuration not stated),9.8*,6,0.0,6
CC(C)NC(=O)c1ccc2c(c1)N(CC(=O)Nc1ccccc1)C(=O)C(C)(C)O2,0.3,31,0.0,-4
CNC(=O)C(=O)Nc1cccc(Cl)c1,-0.9,0,-0.1,2
COc1ccccc1C1NC(=S)NC(C)=C1C(=O)NCc1ccccc1 (configuration not stated),1.8,-5,-0.3,8
Cc1ccc(C(=O)Nc2cccc(NC(=O)c3ccc(C)o3)c2)o1,0.8,0,-0.2,-4
CC(=O)N1CCC(N2CCOc3c(O)cc(-c4nc5ccccc5s4)cc3C2)CC1,0.2,2,0.0,-7
N#C/C(=C\c1ccc([N+](=O)[O-])cc1)c1ccccn1,0.7,-3,-0.1,-35
O=C1CCCN1CCn1cnc2c(NC3CC3)nc(N3CCN(Cc4ccc5c(c4)OCO5)CC3)nc21,1.0,0,0.1,-8
COc1ccc(S(=O)(=O)NCC(c2ccco2)N2CCc3ccccc32)cc1OC (configuration not stated),1.2,6,0.0,1
O=C(CCC1CCCCC1)Nc1cc([N+](=O)[O-])ccc1F,-0.9,19,1.2,11
COc1ccc(NC(=O)c2cc(C3CC3)on2)cc1OC,-0.5,3,0.0,-5
CC(C)CCNC(=O)COc1cc(=O)n(C)c2ccccc12,-0.4,-10,-0.1,-9
c1ccc(-c2cc(N3CCN(c4ccccn4)CC3)nc(-c3ccccn3)n2)nc1,1.2,107*,-1.0,71*
c1ccc(-n2nnnc2SC2c3ccccc3-c3ccccc32)cc1,1.5,-6,-0.1,-8
Cc1c(C(=O)NCCN2CCOCC2)sc2ncn(CC(=O)Nc3ccc(C(C)C)cc3)c(=O)c12,-1.4,-10,0.0,-10
COc1ccc(-c2nc3ccccc3c(=O)n2NCc2ccc(SC)cc2)cc1,-0.2,5,-0.1,4
Cc1cc(N2CCC(C(N)=O)CC2)nc2cc(O)ccc12,2.9,5,0.1,5
CN(C)c1ccc(Nc2ncnc3c2c(-c2ccccc2)cn3-c2ccc(Br)cc2)cc1,-2.4,0,0.0,-5
CC(=O)NC(C)C1COc2ccccc2O1 (configuration not stated),0.3,-2,-0.1,8
COc1cccc(/C=C2/C(=O)NC(=S)N(c3ccccc3)C2=O)c1OC,1.3,20,-0.1,1
CCOC(=O)c1c(NC(=O)c2ccc([N+](=O)[O-])cc2)sc2c1CCN(C(=O)OCC)C2,1.5,0,-0.1,3
CCC(C)NC(=O)Cn1ncc2c3ccccc3n(Cc3ccccc3F)c2c1=O (configuration not stated),-0.5,0,0.2,2
N#C/C(=C\c1cn(CC(=O)NCC2CCCO2)c2ccccc12)C(=O)Nc1ccccc1F (configuration not stated),-0.9,4,-0.2,1
CC(C)CC(=O)NCC(c1ccco1)S(=O)(=O)c1ccc(F)cc1 (configuration not stated),-0.8,12,0.1,6
O=C1CCCN1CCCNC(=S)Nc1ccc(F)c(Cl)c1,2.6,-9,0.0,-5
CN(C)/C=C/C=C/C(=O)c1ccccc1N(C)C,0.9,-6,-0.1,3
COc1ccc(CN2C(=O)CC(C(=O)NCCc3ccccc3)SC2=Nc2ccc(F)cc2)cc1 (configuration not stated),-0.1,-14,-0.1,1
CCNC(=O)[C@@H](NC(=O)c1ccccc1Oc1nc(OC)cc(OC)n1)C(C)CC (some centres not stated),-0.5,-15,-0.2,-4
CCNc1ccc(C(O)(C(=O)OC)C(F)(F)F)cc1 (configuration not stated),-1.7,9,-0.1,1
COc1ccc(-c2nnc(SCC(=O)NCCC3=CCCCC3)nc2-c2ccc(OC)c(OC)c2)cc1OC,0.0,-2,-0.1,9
Cc1cccn2c(=O)c(/C=C(\C#N)C(=O)N3CCOCC3)c(Oc3ccccc3F)nc12,-0.1,19,0.2,18
CCOC(=O)C1=C(C)N=c2s/c(=C\c3ccc(OC)c(I)c3)c(=O)n2C1c1ccc(Cl)cc1 (configuration not stated),-1.0,9,0.0,-7
CCn1c(CCc2ccccc2)nnc1SCC(=O)Nc1ccc(OC)cc1,-0.8,-2,0.3,13
CN(C(=O)CSc1nc(N)cc(=O)[nH]1)c1ccccc1,-1.6,-2,-0.2,-3
Cc1ccc2c(c1)N(CC(=O)NC(c1ccccc1)c1ccccc1)C(=O)CO2,-0.7,-6,0.0,-4
CCOc1ccc(S(=O)(=O)NCCC(C)C)cc1,4.1,3,0.0,-1
O=C(CN1C(=O)CCC1=O)NCCc1ccccc1,-0.7,14,0.1,8
NS(=O)(=O)c1ccc(CCNC(=O)C(=O)Nc2ccc3c(c2)OCCO3)cc1,0.5,-1,0.0,-10
CC(CN1CCOCC1)OC(=O)c1ccccc1Br (configuration not stated),1.3,-3,-0.1,-15
COc1ccccc1OCCOc1ccc(/C=C2/C(=N)N3N=C(C(F)(F)F)SC3=NC2=O)cc1OC,-0.7,2,0.1,15
COc1cc(OC)cc(C(=O)N/C(N)=N/c2nc3ccccc3s2)c1,0.6&-0.2,8&-3,0.0&-0.2,27&30
Cc1nc(C)c(CN2CCC(C(=O)Nc3ccc(-n4cnnn4)cc3)CC2)nc1C,0.2,12,-0.1,0
COc1ccc(OCC(O)CN2CCN(c3ccccc3F)CC2)cc1 (configuration not stated),0.2,-1,0.0,5
Cc1cc(C(=O)COn2nnc3ccccc32)c(C)n1-c1ccc2c(c1)OCO2,0.0,4,-0.2,11
CC(=O)Nc1ccc(OCC(=O)Nc2ccccc2)cc1,-0.5,-3,-0.1,-34
CCOc1ccc(OCc2ccc(C(=O)NNC(=O)c3ccc(=O)[nH]c3)cc2)cc1,-0.3,8,0.0,-18
CC(=O)c1cccc(NC(=O)c2noc(C)c2[N+](=O)[O-])c1,1.6,2,-0.1,1
O=c1oc2cc(Br)ccc2n1CO,0.6,1,0.4,-1
COc1cc2nc(CN3CCN(C(C)=O)CC3)nc(N3CCCC3)c2cc1OC,-1.7,-4,-0.2,3

# Continued.
SMILES,GPR151 activ,MITF primary,FBW7 activator,TEAD-YAP block
COc1ccc(/C=C2N=C(/C=C/c3ccc(OC)cc3)OC\2=O)cc1,1.5,1,0.0,4
COc1ccc(CN2CCc3nc(N4CCCC(C)C4)[nH]c(=O)c3C2)c(O)c1 (configuration not stated),-0.4,16,0.7,6
Nc1nc(SCC(=O)N2CCCCCC2)[nH]c(=O)c1NC(=O)c1ccco1,0.6,8,0.3,1
CC(O)C(=O)N/N=C/c1cccc(Oc2ccccc2)c1 (configuration not stated),-1.4,-2,-0.1,2
O=C(Cc1ccccc1)Nc1c2c(nn1-c1ccccc1)CS(=O)C2 (configuration not stated),-0.1,11,-0.1,5
CSc1ccc(C(N)CC(=O)O)cc1 (configuration not stated),-0.1,14,-0.1,-7
CCCOC(=O)c1ccc(NC(=O)c2c(O)c3cccc4c3n(c2=O)CCC4)cc1,1.9,5,-0.1,2
OCCC1CN(C/C=C/c2ccc(F)cc2)CCN1C1CCCCC1 (configuration not stated),1.5,-3,0.0,-5
COc1ccc2c(c1)CC(c1nc3c(F)cc(-c4ccncc4)cc3[nH]1)CO2 (configuration not stated),-0.3,-8,-0.2,-6
CC1CCN(c2c(NCc3ccc(C(=O)N(C)C4CCCCC4)cc3)c(=O)c2=O)CC1,0.1,9,0.0,6
Cc1c(S(=O)(=O)Nc2ccc(F)cc2)c(=O)n(C)c(=O)n1C,-0.2,23,0.3,5
COC(=O)C1(C(=O)OC)CC(CO)C(=O)[C@H]1c1ccccc1 (some centres not stated),-0.7,-17,0.2,nt
COc1ccc(CC(=O)NCC(=O)N/N=C/c2ccc(C)o2)cc1,0.9,1,0.0,11
CCc1ccccc1NC(=O)CSCC(N)=O,-1.3,22,0.6,8
CCCCNC(=O)CSc1nc(NCC2CCCO2)c2ccccc2n1 (configuration not stated),1.9,-13,0.1,-5
Nc1nc2c(s1)C(=O)CCC2,0.8,1,-0.2,3
Cc1cc(C)c2c(n1)sc1c2ncn2c3ccccc3nc12,-0.6,3,0.0,-18
COc1ccc(-c2ccc(OCCNC(=O)C3CC3)nn2)cc1,0.6,2,0.0,-3
C=CCN(CC=C)S(=O)(=O)c1ccc(C(=O)Nc2sc3c(c2C(N)=O)CCN(C)C3)cc1,0.2,-6,0.0,7
COCCCNC(=O)CCC(=O)NNc1nc2ccccc2c2nc(-c3ccccc3)nn12,1.5,10,0.0,4
CN1CCCCCC1=NCCn1cnc2c1c(=O)n(C)c(=O)n2C,0.5,0,0.0,6
CC(=O)N1c2c(cc(Br)cc2S(=O)(=O)N2CCCC(C)C2)CC1C (configuration not stated),1.3,3,0.1,3
COc1ccccc1N1CCN(S(=O)(=O)c2ccc(F)c(C(=O)Nc3ccc(Cl)cc3)c2)CC1,-1.0,9,0.4,8
CN(C)N1C(N)=C(C#N)C(c2ccc(Br)cc2)C2=C1CC(C)(C)CC2=O (configuration not stated),0.4,-36,0.2,6
Cc1ccc2oc(C(=O)Nc3nnc(C(C)C)s3)c(C)c2c1,1.0,-3,-0.1,-55
COC(=O)c1ccc(-c2c(C#N)c(N)nc3c2CCCC3)cc1,1.3,-3,-0.3,-7
CC(C)OC(=O)CCC/C=C\C[C@@H]1[C@@H](/C=C/[C@H](O)C2Cc3ccccc3C2)[C@@H](F)C[C@@H]1O,-0.3,13,nt,nt
CC(=O)C(Sc1ccc2nnc(-c3ccc(C)cc3)n2n1)C(C)=O,1.2,-8,-0.3,-4
CC(=O)Nc1ccc(S(=O)(=O)NCCCNc2ccc([N+](=O)[O-])cc2Cl)cc1,1.3,-2,-0.1,10
CC1=NN(c2cccc(C(=O)O)c2)C(=O)/C1=C\c1cccn1-c1ccc(S(N)(=O)=O)cc1,-1.9,43,-0.2,-5
CCOC(=O)c1c(NC(=O)CSc2nnc3c(n2)[nH]c2ccccc23)sc2c1CCN(C)C2,0.7,18,0.0,-1
N#C/C(=C(/O)COC(=O)/C(C#N)=C/c1ccc2c(c1)OCO2)c1nc2ccccc2s1,1.6,-6,0.0,-13
Cc1cccc(NC(=O)c2cc(=O)c3cc(C)ccc3o2)c1,2.1,-2,-0.1,2
CC(C)CN1C(=O)N(c2ccc3ccccc3c2)C(C)(O)CC1(C)C (configuration not stated),-0.2,7,0.1,6
COc1cc(C(=O)N(Cc2nc(-c3ccc(Cl)cc3)no2)C(C)C)cc(OC)c1OC,-1.2,3,0.0,3
O=C(NCCN1C(=O)C2C3C=CC(C3)C2C1=O)N1CCOCC1 (configuration not stated),-0.8,9,0.2,4
COc1ccc(/C=C(\C#N)c2nc3ccccc3c(=O)[nH]2)cc1[N+](=O)[O-],-0.6,3,-0.1,-4
COc1cc(NC(=O)C(C)Oc2ccc(Br)cc2)cc(OC)c1 (configuration not stated),-0.4,-1,-0.1,7
c1ccc(CN2CCC(Nc3nc(-c4ccc(N5CCOCC5)nc4)nc4nc[nH]c34)CC2)cc1,1.2,-10,0.3,-4
O=C(O)CCCN1C(=O)/C(=C\c2ccccn2)SC1=S,1.6,0,-0.2,87*

# 2 entries drawn at random from those above, as already listed:
SMILES,GPR151 activ,MITF primary,FBW7 activator,TEAD-YAP block
O=C(O)CCCN1C(=O)/C(=C\c2ccccn2)SC1=S,1.6,0,-0.2,87*
CC1=NN(c2cccc(C(=O)O)c2)C(=O)/C1=C\c1cccn1-c1ccc(S(N)(=O)=O)cc1,-1.9,43,-0.2,-5

# Molecules above that have an aryl thioether with sulfur outside any ring (10):
SMILES,GPR151 activ,MITF primary,FBW7 activator,TEAD-YAP block
c1ccc(-n2nnnc2SC2c3ccccc3-c3ccccc32)cc1,1.5,-6,-0.1,-8
COc1ccc(-c2nc3ccccc3c(=O)n2NCc2ccc(SC)cc2)cc1,-0.2,5,-0.1,4
COc1ccc(-c2nnc(SCC(=O)NCCC3=CCCCC3)nc2-c2ccc(OC)c(OC)c2)cc1OC,0.0,-2,-0.1,9
CCn1c(CCc2ccccc2)nnc1SCC(=O)Nc1ccc(OC)cc1,-0.8,-2,0.3,13
CN(C(=O)CSc1nc(N)cc(=O)[nH]1)c1ccccc1,-1.6,-2,-0.2,-3
Nc1nc(SCC(=O)N2CCCCCC2)[nH]c(=O)c1NC(=O)c1ccco1,0.6,8,0.3,1
CSc1ccc(C(N)CC(=O)O)cc1 (configuration not stated),-0.1,14,-0.1,-7
CCCCNC(=O)CSc1nc(NCC2CCCO2)c2ccccc2n1 (configuration not stated),1.9,-13,0.1,-5
CC(=O)C(Sc1ccc2nnc(-c3ccc(C)cc3)n2n1)C(C)=O,1.2,-8,-0.3,-4
CCOC(=O)c1c(NC(=O)CSc2nnc3c(n2)[nH]c2ccccc23)sc2c1CCN(C)C2,0.7,18,0.0,-1

# Not a hit list, and some 3.5% of all compounds hit somewhere here.
